# Screens: PubChem BioAssay, several laboratories
# Vif inh: HIV Vif inhibition | inhibition, % at 7.49 µM | HEK293T cells, Vif self-association by quenched fluorescence, imaging, 24 h | hit rate 0.35% among 340,000; in the data active = inhibition above about 50%, passing the limit was not always enough; also: some results filed as inactive read as strong as hits
# Peg3 promoter: reduces Peg3 promoter-driven luciferase expression in HeLa. HeLa PEG-Prom luciferase reporter, luminescence, overnight. hit rate 1.7% among 360,000. AID 588405. inhibition, % at 20 µM;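 active = inhibition of at least 50% at 20 µM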
# PDI turbidity: inhibitors of human protein disulfide isomerase | PDI insulin aggregation turbidity, A650, 90 min | inhibition, % at 10 µM | hit rate 0.052% among 350,000;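 active = mean inhibition across replicates of 30% or more, whatever share of single replicates reach that level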;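 also: absorbance from insulin aggregation driven by PDI reduction with DTT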
# Target sequence (P07237 whole entry, looked up): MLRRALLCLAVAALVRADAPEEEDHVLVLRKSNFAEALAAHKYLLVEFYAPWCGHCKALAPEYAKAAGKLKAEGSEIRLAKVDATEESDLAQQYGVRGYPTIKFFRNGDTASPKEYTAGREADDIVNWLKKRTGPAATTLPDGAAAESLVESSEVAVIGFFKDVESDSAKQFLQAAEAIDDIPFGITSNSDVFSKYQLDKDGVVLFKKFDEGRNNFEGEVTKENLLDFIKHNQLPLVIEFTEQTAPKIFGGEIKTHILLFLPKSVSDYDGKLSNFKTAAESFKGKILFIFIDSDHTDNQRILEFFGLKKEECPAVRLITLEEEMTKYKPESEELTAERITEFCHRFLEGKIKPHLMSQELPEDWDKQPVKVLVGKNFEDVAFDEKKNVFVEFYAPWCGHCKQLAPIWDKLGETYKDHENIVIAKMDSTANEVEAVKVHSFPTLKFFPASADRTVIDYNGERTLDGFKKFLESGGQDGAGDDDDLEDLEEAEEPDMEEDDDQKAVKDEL
# NR2E3 ag-1: human photoreceptor-specific nuclear receptor agonism; inhibition of corepressor binding, % at 3.98 µM; hit rate 0.35% among 360,000; Q9Y5X4; AID 602229; CHO-S Gal4-NCOR/VP16-NR2E3 two-hybrid, luciferase;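 active = inhibition above the mean of all tested compounds plus 3 SD, cut at about 70% in these data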;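 also: 0% = DMSO with NR2E3 transfected cells and 100% = cells lacking NR2E3 construct; higher means lower luciferase signal from less NR2E3 corepressor binding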
# Target sequence (Q9Y5X4 whole entry, looked up, the tested form may be a part): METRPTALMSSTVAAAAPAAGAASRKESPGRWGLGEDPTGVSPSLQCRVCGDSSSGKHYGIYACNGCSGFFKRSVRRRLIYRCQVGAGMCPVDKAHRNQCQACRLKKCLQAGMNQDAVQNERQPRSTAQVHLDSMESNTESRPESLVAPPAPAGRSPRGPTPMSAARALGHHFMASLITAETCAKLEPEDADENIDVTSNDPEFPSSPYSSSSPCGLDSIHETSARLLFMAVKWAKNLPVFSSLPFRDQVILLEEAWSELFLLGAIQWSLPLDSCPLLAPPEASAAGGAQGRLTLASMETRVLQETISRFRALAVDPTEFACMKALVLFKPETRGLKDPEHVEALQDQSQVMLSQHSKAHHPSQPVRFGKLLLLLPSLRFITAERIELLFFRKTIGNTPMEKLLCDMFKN
# HIF-2a block: HIF-2a inhibition; 786-0 RCC cells HIF-2a reporter, luciferase luminescence, overnight; inhibition, % at 18.8 µM; hit rate 0.72% among 360,000;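 active = inhibition of the luminescence signal of 40% or more relative to plate controls, in a single-dose primary screen at 18.75 µM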
# CaV13 ICDI inh: Disruptors of the CACNA1D IQ motif to Ca2+-dependent inactivation inhibitor domain association, primary screening, Förster resonance energy transfer in intact living … | inhibition, % at 12.3 µM | hit rate 0.098% among 340,000 | HEK cells, CFP/YFP FRET ICDI-IQ, plate reader, 10 min; percent FRET-ratio fall versus neutral wells;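 active = mean replicate inhibition of at least 30% and at least 1% of replicates passing that level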;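 also: 0% = median of the neutral control wells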
# CF NFkB inh: inhibitors of cystic fibrosis induced NF-kB; KKLEB NF-kB-GFP reporter, PAF-induced, GFP fluorescence overnight; inhibition, % at 5 µM; hit rate 0.86% among 360,000;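 active = at least 50% inhibition at 5 µM, scaled per plate between neutral and stimulator controls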;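 also: PAF is a Pseudomonas aeruginosa culture filtrate used as stimulus; plate controls were PAF-stimulated DMSO wells for no effect and unstimulated DMSO wells for full effect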
# NR2E3 ag-2: agonists of human nuclear receptor NR2E3; Q9Y5X4; GST-NR2E3/biotin-RetCOR TR-FRET, 1536-well; inhibition of corepressor binding, % at 4.78 µM; hit rate 0.12% among 320,000; AID 2300;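 active = percent inhibition above the cutoff of mean plus 3 SD of all tested compounds, set per screening campaign, cut at about 20% in these data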;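 also: 0% = DMSO wells and 100% = biotin wells as full block of FRET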
#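 Assay system: NR2E3–RetCOR corepressor complex. Quantity: 1.35 nM GST-NR2E3. Buffer or medium: pH 7.5 Tris-based buffer. Reagent: biotinylated RetCOR corepressor at 7 nM final. Schedule: 5 h at 4 °C. Detection: TR-FRET, emission read at 617 and 671 nm. Replicates: one well per compound, singlicate testing.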
# KKLEB tox: counter-screen for CF NF-kB inhibitors: cytotoxicity; activity change (cytotoxicity), % at 5 µM; hit rate 0.36% among 360,000; KKLEB CF airway cells viability, ATPlite luminescence, overnight; active compounds read low; cells stimulated with P. aeruginosa culture filtrate;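 active = corrected activity change at or below -50% at 5 µM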
# TRPM1 prom inh: inhibitors of MITF-driven TRPM1 promoter in melanoma cells. SK-MEL-5 TRPM1 promoter luciferase, 24 h. inhibition, % at 12.5 µM. hit rate 0.83% among 330,000. AID 488899;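 active = mean inhibition across replicates of 60% or more, whatever share of single replicates reaches that level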; also: values of inactives mirror those of a sister screen read the other way
# Shn3 3UTR inh: Schnurri-3 reporter inhibition in Clone20 osteoblasts; Clone20 osteoblast Shn3 3'UTR firefly luciferase, 24 h; inhibition, % at 12.5 µM; hit rate 0.52% among 360,000; AID 588674;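 active = mean inhibition of at least 75% with every replicate also reaching 75%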;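 also: 0% = median of neutral control wells and 100% = pilot-screen positive control compound; some compounds past the cut are filed as inactive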
# * marks the source's active call; other numbers are inactive results; i = inactive; / = not tested or not shown.
SMILES,Vif inh,Peg3 promoter,PDI turbidity,NR2E3 ag-1,HIF-2a block,CaV13 ICDI inh,CF NFkB inh,NR2E3 ag-2,KKLEB tox,TRPM1 prom inh,Shn3 3UTR inh
CCN(CC(=O)Nc1ccc(OC)cc1)CC(=O)Nc1sc2c(c1C(=O)OC)CCCC2,12,-8,-3,-2,-11,-2,5,-1,1,/,32
Cc1nc(Oc2ccccc2)c2oc3ccccc3c2n1,-10,-3,-1,-13,-23,-3,13,0,8,-8,-16
CCc1c(C)nc2ncnn2c1Nc1ccc(C)c(C)c1,/,6,-8,18,18,/,-6,1,5,4,17
Cc1cc(SCC(=O)NC2CC2)nc2ccccc12,-2,-27,-14,-2,-15,-6,-35,/,-6,-3,-11
CCN(c1ccccc1)S(=O)(=O)c1cc(C(=O)NCC(c2ccco2)N2CCCCC2)ccc1C (stereo unspecified),-8,14,-3,-21,6,-5,-3,/,20,13,15
Cc1nnc(NC(=O)c2sc3nc(-c4cccs4)cc(C(F)(F)F)c3c2N)s1,i,26,3,25,-8,-12,4,3,20,28,20
COC(=O)c1ccc(NC(=O)COC(=O)C2=NN(c3ccccc3)C(=O)CC2)cc1,8,-3,-6,-9,-12,-6,4,-1,-2,/,18
COC(=O)c1ccc(NC(=O)COc2ccc([N+](=O)[O-])cc2)cc1,-3,17,4,-23,10,-5,-6,1,-9,4,6
CSc1nnc([C@H](Cc2c[nH]c3ccccc23)NC(=O)OC(C)(C)C)o1,-7,-50,28,-23,-106,-3,0,5,7,-7,-18
CCCCN(C(=O)Cn1nnc2ccccc21)C(C(=O)NCCOC)c1cccs1 (stereo unspecified),/,6,0,5,12,/,11,4,2,7,12
O=c1c2ccccc2ncn1Cc1ccc(Cl)c(Cl)c1,-5,13,-3,17,13,-21,-12,-2,6,-16,14
COc1cccc(NC(=O)C2CCCN(S(C)(=O)=O)C2)c1 (stereo unspecified),-3,18,6,-8,15,1,2,2,-8,16,-4
CN(CC(=O)Nc1ccc(F)c(F)c1F)C(=O)C1CC(=O)N(c2ccc3c(c2)OCCO3)C1 (stereo unspecified),13,5,4,-3,17,/,-6,2,9,-1,-5
CCOCCCNCC(=O)Nc1ccc(S(=O)(=O)NC(C)CC)cc1 (stereo unspecified),0,8,-3,-9,18,-2,10,-4,1,12,-7
O=c1cc(N2CCC3(CC2)OCCO3)[nH]c(=O)n1C1CCCCC1,-8,-50,-9,-24,-63,-6,-13,1,2,-7,-20
Cc1ccc(C2CC2c2n[nH]c(=S)n2-c2ccc(Cl)cc2)cc1 (stereo unspecified),-4,7,0,4,1,-4,-13,0,13,5,-3
CCOCCCNC(=O)C(NC(=O)c1cnccn1)c1ccc(C)cc1 (stereo unspecified),14,-4,4,-15,11,/,-5,3,2,14,8
O=C(CCC(=O)N1CCN(S(=O)(=O)c2ccc(Cl)cc2)CC1)Nc1ccc2ccccc2c1,0,15,9,7,-3,-4,-6,-2,-5,10,26
CCn1cc(S(=O)(=O)N2CCCC2)cn1,-3,5,-5,2,12,/,-30,3,12,7,12
CCOC(=O)/C(=N\Nc1ccc(OC)cc1)c1csc(Nc2ccccc2)n1,9,-34,0,-28,-120,-8,-5,4,-16,-50,-20
O=C(O)c1[nH]c2ccccc2c1CC(=O)N1CCN(c2ccccc2)CC1,-2,7,10,-10,11,3,8,-1,-8,0,-1
Cc1ccc(N2CN=c3s/c(=C\c4cccnc4)c(=O)n3C2)cc1,/,-55,5,-45,-54,-2,47,4,0,10,6
COCCn1c(SCc2nc3sc(C(=O)OC)c(C)c3c(=O)[nH]2)nc2ccccc21,0,-12,0,-29,5,-3,8,-6,12,-10,-15
CCOc1ccc(OCC(=O)OC(C)C(=O)Nc2ccc(Cl)cn2)cc1 (stereo unspecified),-6,1,-4,7,-6,-4,5,2,5,-5,4
C/C=C/n1ccnc1CC(O)(c1ccccc1)c1ccc(C)cc1 (stereo unspecified),-3,14,-3,-2,17,-4,-6,2,-11,-2,0
Cc1ccc2c(c1)NC(=O)C(CC(=O)NC1CCCCC1C)O2 (stereo unspecified),-1,2,/,-6,-4,-9,5,-2,2,-5,10
CC(C)c1nc2sc3c(=O)[nH]cnc3c2c2c1CCCC2,4,-10,-1,-24,5,-15,17,0,-4,-4,16
Cc1ccc2c(c1)N(CCCC(=O)NCCCN1CCCC1=O)C(=O)CO2,9,1,-3,13,10,-6,10,3,3,/,13
Cc1ccc(S(=O)(=O)N2[C@@H](c3cccc(Cl)c3)C(C(=O)O)=CC[C@H]2c2ccc(Cl)c(Cl)c2)cc1,9,24,0,-19,30,-5,27,0,5,18,2
Cc1nc2ccccc2n1CC(O)COCC1CC=CCC1 (stereo unspecified),-19,-2,-2,42,4,/,-4,1,1,-1,64
CCc1ccc(C(=O)COC(=O)c2ccc(-c3nnc(-c4ccccc4)o3)cc2)cc1,-5,-103,-1,-36,-75,-3,7,-3,-4,-23,-13
Cc1ccsc1C1C(C#N)=C(N)N(N(C)C)C2=C1C(=O)CCC2 (stereo unspecified),6,3,-3,8,11,/,-1,-6,-9,7,-9
Cc1ccc(CN2CC(N3CC=CC3)CS2(=O)=O)cc1 (stereo unspecified),/,7,/,10,-10,-10,0,/,-3,/,0
CCC(=O)Nc1nnc(S(=O)(=O)N(CC)c2cc(C)cc(C)c2)s1,7,19,-5,23,19,-2,-9,/,-1,0,-14
Cc1ccc2oc(C(=O)N3CCN(CC(=O)NC(C)C)CC3)c(C)c2c1,-5,-1,5,2,-2,-2,6,-1,1,-4,7
CSCCC(NC(=O)c1ccc(Cl)cc1)C(=O)OCC(=O)c1ccc[nH]1 (stereo unspecified),8,-7,-5,6,-38,-5,-17,-2,0,6,8
O=C(NC1CCN(S(=O)(=O)c2cccc(Cl)c2)CC1)C1CCCCC1,8,13,-8,-7,12,-4,11,0,-3,1,28
O=C(COC(=O)c1c(Cl)ccc(Cl)c1Cl)NC(=O)NCc1ccccc1,6,5,-5,-27,-20,-4,-23,2,15,8,5
COc1ccccc1N1CCN(C(=O)c2ccc(N3CCCCS3(=O)=O)cc2)CC1,-10,-12,-3,-3,11,-7,4,1,-5,2,-1
O=C1CCN(Cc2cccnc2)CCN1[C@H](CO)c1ccccc1,-2,-1,-18,8,6,-5,-8,6,-8,8,-1
O=C(c1cc(-c2cccc3ccccc23)nc2ccccc12)N1CCN(CCO)CC1,-1,33,-7,-6,2,-5,-15,/,-4,-2,-12
COc1ccc(CCN=C(N)NS(=O)(=O)c2ccc(F)cc2)cc1,2,5,4,-11,20,73*,-10,0,17,17,20
CCOc1ccc(NC(=O)CN(C)C(=O)CCc2ccccc2Cl)cc1OCC,/,1,11,2,7,-3,-7,1,1,-1,8
Brc1cc2c(cc1-c1nc3ccccc3s1)OCO2,-7,-194,-11,-13,-172,-7,15,-2,-6,-25,-16
CCc1ccc2c(c1)c(N=NC1=NC(=O)CS1)c(O)n2CC,-3,7,2,13,18,-5,-10,-2,6,-1,-6
COc1ccc(S(=O)(=O)NCC2CCCN(C(=O)CC3CCCC3)C2)cc1 (stereo unspecified),-8,7,0,14,2,-2,-18,2,0,11,-2
CC1CCCCN1CC(=O)Nc1ccc(N2CCCCCC2)cc1 (stereo unspecified),7,2,-5,-21,-1,7,11,-3,-6,-6,-31
Cn1c(Cl)nc2ccccc21,8,5,18,-5,-9,-5,-6,2,6,7,-3
O=C1COCCOCCOCCOCC(=O)NCCN1,17,-3,2,-28,9,-4,16,-3,-8,7,2
Cc1ccc(Sc2ccc(S(=O)(=O)Nc3ccc(C(=O)O)cc3)cc2)cc1C,11,-8,-3,8,8,-5,-36,/,13,11,11
CCn1c(=O)c(C(=O)NNC(=O)c2ccccc2Br)c(O)c2ccccc21,1,-12,8,-16,1,-2,20,-1,-1,-5,-19
COc1ccc(/C=C2/SC(=S)N(CCCC(=O)Nc3ccccc3C(=O)O)C2=O)cc1,-4,48,-18,24,91*,-4,-4,2,-14,41,47
Cc1[nH]c2ccccc2c1C(C[N+](=O)[O-])c1ccco1 (stereo unspecified),-1,9,-10,-25,13,-3,-1,-2,8,17,8
C[C@@H]1CCCCO[C@@H](CN(C)Cc2ccc3c(c2)OCO3)[C@@H](C)CN([C@H](C)CO)C(=O)c2cc(NS(=O)(=O)c3ccccc3)ccc2O1,-19,-8,0,-14,-9,-7,4,/,-2,/,-2
COC(=O)[C@@]1(C)[C@H]2C(=O)N(C)C(=O)[C@H]2[C@H]2CN(C)C(=NC3CCCCC3)N21,15,-9,0,-28,2,-5,21,/,-13,-4,0
COc1cccc(N2CCN(C(=O)c3c(C)nn(-c4ccccc4)c3C)CC2)c1,-2,9,3,27,2,-3,-19,-3,-7,10,12
CSc1ccc(/C=N/NC(=O)c2ccc(O)cc2)cc1,0,-295,-21,-66,-214,-5,8,1,2,-53,-61
COc1cccc2c3c(c(C)nc12)CC(C)O3 (stereo unspecified),0,-30,-3,-5,-33,-4,-9,-1,8,-19,-9
CCCCN(C(=S)Nc1cccc(C)c1C)c1c(N)n(CCC)c(=O)[nH]c1=O,-5,16,2,4,11,-3,-14,-4,-8,9,4
CC1Oc2ccccc2C=C1/C=C1/SC(N2CCOCC2)=NC1=O (stereo unspecified),3,-114,-5,-23,-108,-6,-12,1,7,-33,-47

# A draw from above in order of SMILES length, smallest number first.
SMILES,Vif inh,Peg3 promoter,PDI turbidity,NR2E3 ag-1,HIF-2a block,CaV13 ICDI inh,CF NFkB inh,NR2E3 ag-2,KKLEB tox,TRPM1 prom inh,Shn3 3UTR inh
CSc1ccc(/C=N/NC(=O)c2ccc(O)cc2)cc1,0,-295,-21,-66,-214,-5,8,1,2,-53,-61
CC1Oc2ccccc2C=C1/C=C1/SC(N2CCOCC2)=NC1=O (stereo unspecified),3,-114,-5,-23,-108,-6,-12,1,7,-33,-47
CCOC(=O)/C(=N\Nc1ccc(OC)cc1)c1csc(Nc2ccccc2)n1,9,-34,0,-28,-120,-8,-5,4,-16,-50,-20

# Next compounds:
SMILES,Vif inh,Peg3 promoter,PDI turbidity,NR2E3 ag-1,HIF-2a block,CaV13 ICDI inh,CF NFkB inh,NR2E3 ag-2,KKLEB tox,TRPM1 prom inh,Shn3 3UTR inh
O=C(c1cccc(Cl)c1)N1CCN(C2CCCCCC2)CC1,11,9,0,-23,3,/,14,5,1,0,-12
COc1ccc2cc(C3NC(=O)c4ccccc4N3)c(Cl)nc2c1 (stereo unspecified),-8,-12,4,-29,4,-4,-17,2,2,-3,2
Cc1ccc(NC(=O)Cc2c(F)cccc2Cl)cc1S(=O)(=O)N1CCOCC1,-6,1,3,-8,5,-5,3,/,0,-10,6
COc1ccc(-c2noc(N(C)CC(=O)Nc3cccc(C(F)(F)F)c3)n2)cc1,-11,-160,7,-36,-165,/,-3,1,-1,-28,-35
O=C(Nc1cccc(Cl)c1)NC1CCN(C2CCCCC2)C1 (stereo unspecified),-1,5,1,-17,12,-2,-8,3,-3,-3,-5
